CXXC DNA block – blocks binding of human MLL CXXC domain to DNA; actives 0.037% (n = 290,000); MLL-CXXC / FITC-HOXA9 DNA fluorescence polarization; Potency, µM (top dose mostly 115 µM), without a hit: top-dose activity change, negative = inhibition, most hits filed as inhibitors; active means well fitted inhibition curve with a large enough effect in the polarisation, with a control signal flat, not every such curve was filed as active; inconclusive means small, poorly fitted or top-dose-only effect, or effect the other way, or a change in a side signal; inactive means no such curve, though single readings can be large or run the other way; the % refers to the polarisation; further: potency means the concentration at half of the fitted maximal effect
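Fluorescence polarization: 7 uM MLL-CXXC (stock) preincubated 5 min with compounds, then 50 nM fluorescein-HOX-A9 DNA (stock) added; 30 min ambient. Buffer 50 mM Tris-HCl pH 7.5, 50 mM NaCl, 1 mM DTT, 0.05% BSA.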
TSHR antag – human thyrotropin receptor antagonism. P16473. TSHR-expressing cells, TSH-stimulated cAMP HTRF, 2 h; stronger effect = lower value. activity change, negative = inhibition, % at 11.5 µM. actives 0.2% (n = 330,000). AID 504810;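 active means activity change below a set negative limit, meaning inhibition stronger than a set level, cut at about -70% in these data; inconclusive means activity change between two set negative limits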; further: on the % scale 0 is the no-effect control and ±100 the full control effect
Target sequence (P16473 whole entry, looked up): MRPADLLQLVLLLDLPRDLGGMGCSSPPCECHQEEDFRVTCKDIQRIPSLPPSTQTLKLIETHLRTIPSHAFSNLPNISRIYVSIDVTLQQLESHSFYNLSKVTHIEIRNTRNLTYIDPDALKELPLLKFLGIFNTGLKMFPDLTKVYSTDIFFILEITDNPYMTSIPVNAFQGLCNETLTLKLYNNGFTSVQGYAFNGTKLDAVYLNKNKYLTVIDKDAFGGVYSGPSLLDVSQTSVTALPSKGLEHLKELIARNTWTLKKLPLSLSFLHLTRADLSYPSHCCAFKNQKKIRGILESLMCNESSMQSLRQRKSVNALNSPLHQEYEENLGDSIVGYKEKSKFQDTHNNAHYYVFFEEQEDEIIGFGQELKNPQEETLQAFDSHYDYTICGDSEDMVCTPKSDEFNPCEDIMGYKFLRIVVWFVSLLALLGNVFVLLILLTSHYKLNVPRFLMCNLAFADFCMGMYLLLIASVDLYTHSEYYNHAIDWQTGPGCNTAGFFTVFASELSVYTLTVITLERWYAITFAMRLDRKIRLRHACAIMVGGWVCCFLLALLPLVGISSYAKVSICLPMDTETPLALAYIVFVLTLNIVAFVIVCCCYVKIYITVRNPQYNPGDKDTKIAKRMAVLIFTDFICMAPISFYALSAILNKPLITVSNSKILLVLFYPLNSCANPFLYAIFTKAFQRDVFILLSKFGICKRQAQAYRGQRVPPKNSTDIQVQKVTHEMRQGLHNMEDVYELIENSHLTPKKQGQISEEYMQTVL
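Competitive HTRF cAMP read-out (cryptate anti-cAMP antibody, cAMP-d2; 30 min, room temperature) in freshly harvested TSHR cells. Compounds added before TSH at EC80 (4nM final), followed by 2 hours' incubation at 37 deg C.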
MBNL1 CUG block – inhibitors of human MBNL1 binding to CUG repeat RNA | actives 0.036% (n = 280,000) | AID 2675 | Potency, µM (highest dose often 57.5 µM), inactives show at the highest dose activity change, negative = inhibition, hits mostly inhibitors | Q9NR56 | TR-FRET MBNL1-His/biotin-(CUG)12 binding, 665/545 ratio; active means well fitted inhibition curve with a large enough effect in the signal ratio, with a control signal flat, not every such curve was filed as active; inconclusive means small, poorly fitted or top-dose-only effect, or effect the other way, or a change in a side signal; inactive means no such curve, though single readings can be large or run the other way; the % refers to the signal ratio; further: potency means the concentration at half of the fitted maximal effect; on the % scale 0 is the no-effect control and ±100 the full control effect
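Compounds (final 92 nM to 58 uM) are added to His-tagged MBNL1 and biotin-(CUG)12, then terbium anti-His antibody and streptavidin-XL665 (5 nM final). After 60 min at room temperature, the 665/545 nm ratio is read.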
S-ASM inh – blocks human secretory acid sphingomyelinase; placental ASM, HMU-PC fluorogenic substrate, 60 min; Potency, µM (doses to about 57.5 µM), inactives show top-dose activity change, negative = inhibition, most hits filed as inhibitors; actives 0.006% (n = 340,000); AID 504937; further: potency means the concentration at half of the fitted maximal effect
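Fluorogenic HMU-PC substrate (9 uM final) is turned over by placental ASM in 60 min at 37 C after a 10 min compound preincubation. Reaction ended by alkaline stop (pH 10), with fluorescence read at 386/447 nm.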
Mito fusion yeast – mitochondrial division inhibition or fusion activation | Potency, µM (titrated, usually from 46.1 µM), inactives show at the highest dose growth rescue (activation), actives largely listed as activators | S. cerevisiae fusion-defective mutant growth rescue, CellTiterGlo 48 h | actives 0.23% (n = 320,000);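 further: potency means the concentration at half of the fitted maximal effect; % of control where 0% means no effect; nearly all actives have a fitted effect of over 45% in size; temperature-sensitive fusion mutants such as fzo1-1 at 37 °C on non-fermentable ethanol glycerol medium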
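Growth-rescue viability read-out: after 48 h at the non-permissive 37C in glycerol/ethanol YPEG, yeast mitochondrial fusion mutants are measured by CellTiterGlo luminescence; compounds (23 nl pinned per well) restoring growth score as division inhibitors or fusion activators.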
TCR act – activators of T cell receptors; primary human leukocytes, anti-CD3, IL-2 HTRF, 48 h; Potency, µM (highest dose often 9.22 µM), without a hit: at the highest dose activation of IL-2 secretion, hits mostly activators; 330,000 tested, under 10 active; AID 504894; further: % of control where 0% means no effect
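48 hr co-incubation of compounds, a-CD3 beads and primary human leukocytes; IL-2 quantified homogeneously by HTRF with anti-IL-2 K and d2 conjugates.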
Menin MLL FP TR – inhibitors of human menin-MLL interaction, mutant MLL peptide; AID 1768; Potency, µM (top dose mostly 61.6 µM), for the others: top-dose FP activity change, negative = inhibition, most hits filed as inhibitors; O00255; actives 0.23% (n = 270,000); Menin + Texas Red MLL mutant peptide, fluorescence polarization; active means well fitted inhibition curve with a large enough effect in the polarisation, with a control signal flat, not every such curve was filed as active; inconclusive means small, poorly fitted or top-dose-only effect, or effect the other way, or a change in a side signal; inactive means no such curve, though single readings can be large or run the other way; the % refers to the polarisation; further: potency means the concentration at half of the fitted maximal effect; % of control where 0% means no effect; many of its hits are not listed in these tables
PTAP TSG101 blk – blocks PTAP/TSG101 interaction to inhibit HIV-1 budding; Q99816; Fluorescence polarization, FITC-PTAP peptide / Tsg101 binding; Potency, µM (doses to about 115 µM), for the others: top-dose activity change, negative = inhibition, hits mostly inhibitors; 340,000 tested, under 10 active; AID 493005; active means well fitted inhibition curve with a large enough effect in the main read-out, with a control signal flat, not every such curve was filed as active; inconclusive means small, poorly fitted or top-dose-only effect, or effect the other way, or a change in a side signal; inactive means no such curve, though single readings can be large or run the other way; further: potency means the concentration at half of the fitted maximal effect; % of control where 0% means no effect
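Tsg101 binding domain (10 uM final) was mixed with compound and a FITC-labeled PTAP peptide (50 nM final) in HEPES pH 7.5 buffer with NaCl, Tween 20, EDTA and TCEP; fluorescence polarization was read after 20 min at r.t.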
A-T KAP1 phos – potential ataxia-telangiectasia treatment; […] A-T fibroblasts, KAP-1 phosphorylation AlphaLISA; neocarzinostatin DNA damage 30 min before lysis; actives 0.19% (n = 320,000); Potency, µM (doses to about 57.5 µM), for inactives: at the highest dose activation, usual class: activators; further: potency means the concentration at half of the fitted maximal effect; % of control where 0% means no effect; nearly all actives have a fitted effect of over 45% in size
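hTERT-immortalized A-T patient fibroblasts ([…]), 500 cells/well in OPTI-MEM, 1% FBS, got compounds for 60 min, then NCS for 30 min at 37C. Lysates were then assayed for phospho-KAP-1 by AlphaLISA (anti-pKAP1 donor, anti-KAP1 acceptor beads), 6 hr at 25C.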
a7 integrin act – integrin-mediated muscular dystrophy alleviation activation | Potency, µM (top dose mostly 38.3 µM), for the others: at the top dose activation, hits mostly activators | alpha7betagal myoblasts, beta-gal FDG fluorescence, 48 h | actives 0.064% (n = 350,000);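 further: potency means the concentration at half of the fitted maximal effect; 100% = response of the positive control SU9516; nearly all actives have a fitted effect of over 60% in size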
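alpha7betagal+/- myoblasts (passage 13, 250/well) treated 48 h at 37C with compounds at 1:260 dilution of DMSO stock. Lysed, then beta-galactosidase activity read as FDG fluorescence (ex 480/em 540) after 30 min, with pre-read for autofluorescence.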
* hit, by the source's call; ? = inconclusive; / = not tested or not shown; & = joins results of further samples; [ ] = another dose, or the depositor's remark. Unless noted, the call rests on the fitted dose curve; in most records, active means well fitted curve in the direction sought with a large enough effect; inconclusive means small, poorly fitted or top-dose-only effect, or another doubt; inactive means no such curve, though single readings can be large; an effect the other way counts as inactive or inconclusive. Only part of the results is shown. The share of hits here may be higher or lower than overall.

SMILES	CXXC DNA block	TSHR antag	MBNL1 CUG block	S-ASM inh	Mito fusion yeast	TCR act	Menin MLL FP TR	PTAP TSG101 blk	A-T KAP1 phos	a7 integrin act
COc1ccc(Cn2nnnc2C(c2ccccc2OC)N2CCC(C(N)=O)CC2)cc1 (centres undefined)	5%	10	-3%	-1%	-1%	-5%	-1%	-7%	4%	-3%
CCC1(C)COC(c2ccc(OC)c(OC)c2)OC1 (centres undefined)	/	/	/	1%	/	2%	/	1%	/	15%
Cc1ccc(-c2nc(CS(=O)CC(=O)NC3CCCC3)c(C)o2)cc1 (centres undefined)	-5%	33	-9%	-4%	29%	-2%	2%	-6%	19%	-5%
CC(C)CCNc1nc(N2CCCC2)c2c(c1C#N)CCN(C)C2	15%	8	-1%	57%[activator]	-14%	/	-11%	-11%	6%	-71%[inhibitor]
COc1cccc(Nc2cc(C)nc3ccccc23)c1	2%	4	?	-4%	-1%	5%[46.1 µM]	1%	-1%	-1%	-6%
COc1ccc(OC)c(NC(=O)CNC(=O)Cn2cnc3sc(C)cc3c2=O)c1	17%	3	0%	5%	2%	7%	0%	-6%	0%	0%
CCOc1ccc(NC(=O)c2ccc(F)cc2F)cc1	/	/	/	0%	/	1%	/	-8%	/	-1%
Cc1cc(C(=O)NNC(=O)Cc2ccc(Cl)c(Cl)c2)c(C)o1	/	-9	/	0%	3%	4%	/	-1%	0%	-4%
O=C(Nc1ccc2c(c1)OCO2)C1CC(=O)N(c2ccccc2)C1 (centres undefined)	7%	5	-5%	5%	1%	-3%	-18%	-6%	-2%	?
CC(=O)C1=C(C)N(Cc2ccccc2)C(=O)N[C@H]1c1cccc(C(F)(F)F)c1	22%	-1	2%	-17%	-1%	3%	-12%&5%	-1%	8%	-9%
O=C(CSc1nc2cc(Cl)ccc2o1)Nc1ccc(N2CCOCC2)cc1	-4%	26	-5%	-1%	0%	3%	4%	-7%	9%	14%
COC(=O)[C@H](Cc1ccccc1)NC(=O)N1Cc2ccccc2C[C@H]1C(=O)OC	-1%	-3	4%	7%	14%	-1%	-28%	0%	4%	5%
C1CCC(CNc2c3c(nc4nnnn24)CCCC3)CC1	-3%	-8	4%	3%	0%	8%	1%	-4%	-4%	-14%
CCc1ccccc1NC(=O)C1CCN(S(=O)(=O)c2ccc3c(c2)N(C(C)=O)CCO3)CC1	3%	-10	0%	1%	-1%	5%	13%	-4%	-3%	44%
CCOc1ccc(S(=O)(=O)N2CCCC(C(=O)Nc3ccccc3)C2)cc1 (centres undefined)	7%	-3	1%	-6%	2%	-61%	35%[activator]	-3%	3%	-298%[inhibitor]
COc1ccc(NC(=O)C2CCOC(C)(C)C2)cc1 (centres undefined)	0%	-2	/	4%	4%	6%	/	-2%	2%	1%
Nc1nc(-c2ccccc2)c(CCCNc2ccccc2)c(=O)[nH]1	/	/	/	0%	/	-6%	/	-7%	/	32%
N#CN1CCC(NS(=O)(=O)c2ccc(C(F)(F)F)cc2)CC1	/	2	/	2%	/	6%	/	-4%	3%	/
COc1ccc(/C(C)=N/NC(=O)c2nnn(-c3nonc3N)c2-c2cccs2)cc1	10%	-3	12%	73%[activator]	1%	5%	/	0%	10%	44%
COc1cc(NC(=O)COC(=O)CCc2cc(OC)c(OC)c(OC)c2)cc(OC)c1	36%[activator]	33	-2%	1%	-2%	/	15%	-2%	15%	-12%
CCOC(=O)C(NC(=O)Cc1ccccc1)(Nc1cc(C)on1)C(F)(F)F (centres undefined)	-9%	-2	-7%	1%	0%	9%[46.1 µM]	16%	-3%	-8%	-7%
O=C(CSc1nc2ncccc2[nH]1)NC1CCCC1	/	2	-9%	-1%	0%	-2%	-20%	-1%	4%	-3%
C=C(C)CN(CC)C(=O)Cn1cnc2c(oc3ccccc32)c1=O	0%	19	-2%	-2%	-2%	1%	/	2%	-11%	?
Cc1cc(Cl)ccc1OCC(=O)OCC(=O)Nc1cccnc1Cl	/	9	/	-4%	0%	62%	/	-2%	12%	40%
CCc1ccc(CNC(=O)c2ccc3nc(C4CCCCC4)oc3c2)nc1	-5%	-8	-1%	/	3%	/	/	/	21%	/

(further entries)
SMILES	CXXC DNA block	TSHR antag	MBNL1 CUG block	S-ASM inh	Mito fusion yeast	TCR act	Menin MLL FP TR	PTAP TSG101 blk	A-T KAP1 phos	a7 integrin act
Cc1ccc(NC(=O)O/N=C/c2ccc(N(C)C)cc2)cc1	20%	-7	-2%	-5%	-3%	-1%	?	5%	-2%	-37%
Cc1ccc(C(=O)CSc2n[nH]c(-c3ccco3)n2)cc1C	4%	-8	-5%	-1%	6%	-6%	20%	-3%	1%	12%
CC(C)Cn1c(N)c(C(=O)COC(=O)c2cc(-c3ccco3)nc3ccccc23)c(=O)n(C)c1=O	-3%	23	?	372%[activator]	13%	2%	?	-5%	14%	13%
Cc1ccc(-c2csc(N3CCC(C(N)=O)CC3)n2)cc1	/	-5&-1	/	-4%	-28%&-9%	-5%	/	/	7%&3%	/
COC(=O)c1ccccc1NC(=O)c1cccc(COc2ccccc2Cl)c1	13%	-18	0%	-13%	6%	4%	17%	-3%	5%	-9%
CCNC(=O)N1CCN(C(=O)NCC)CC1	38%[activator]	14	-9%	4%	-4%	-4%	16%	0%	2%	11%
CCN(CCNC(=O)C1CCN(S(=O)(=O)c2cccc3nsnc23)CC1)c1ccccc1	1%	11	?	1%	6%	13%	/	-14%	-7%	22%
NC(=O)c1[nH]cnc1N	-8%&-1%	1&3	12%&4%	4%&1%	2%&1%	-1%&-4%	4%	-1%&0%	-4%&-3%	3%
CC(O)CCC(=O)NNC1CC(=O)N(c2ccccc2)C1=O (centres undefined)	-4%	6	7%	-1%	-1%	-3%	/	0%	-9%	-17%
COc1ccc(C(=O)c2coc3ccc(O)c(CN4CCCCC4)c23)cc1	-12%	-4	8%	11%	-4%	4%	-29%	0%	13%	-9%
COCCOc1ccc(C(F)(F)F)cc1NC(=O)COC(=O)c1c(C)noc1C	-4%	-6	1%	-3%	0%	14%	0%	-5%	0%	-30%
O=C(Nn1cnnc1)c1ccccc1Cl	?	5	0%	8%	-6%	-11%	?	-5%	-7%	?
CC(=O)NCC(=O)OCN1C(=O)c2ccccc2C1=O	4%	-2	-3%	2%	-1%	-4%[46.1 µM]	5%	-3%	0%	-6%
COCCN1Cc2cccc(C(=O)Nc3ccccc3OC)c2C1=O	0%	13	-9%	3%	6%	4%	-1%	-1%	-3%	-1%
CCc1ccc(N2CCN(CCNC(=O)Nc3ccccc3)CC2)cc1	-4%	0	-9%	0%	-10%	11%	-4%	-7%	1%	38%
C#CC(C)(C)NC(=O)c1sccc1Oc1ccc(F)cc1[N+](=O)[O-]	6%	1	/	-6%	2%	-3%	-1%	-1%	1%	-10%
COc1cccc(N2CC(C(=O)NC3CCCCC3)CC2=O)c1 (centres undefined)	-2%	-5	-8%	3%	2%	-3%	-7%	-2%	-4%	12%
CCOC(=O)C1C(=O)C=C(c2ccc(C)cc2)CC1c1ccco1 (centres undefined)	-5%	-8	?	-1%	-4%	/	13%	-4%	5%	6%
Cn1c(NNC(=O)C(c2ccccc2)c2ccccc2)cc(=O)n(C)c1=O	-6%	6	-9%	-1%	-2%	-2%	-2%	-2%	4%	-22%
Cc1ccc(NC(=O)CN2CCc3ccccc3C2)cc1S(=O)(=O)N1CCOCC1	-2%	4	/	1%	-2%	6%[46.1 µM]	7%	-2%	6%	-13%
Cn1ncc(Br)c1NC(=O)c1ccco1	17%	6	-10%	-1%	-1%	2%	-1%	-3%	-3%	24%
CN1C2C=C3C(C#N)=C(N)C(C#N)(C#N)[C@@H](c4cccc(F)c4)[C@@H]3C1CC2 (some centres undefined)	-2%	-5	?	14%	7%	1%	-11%	1%	13%	-4%
O=C(NC(Cc1ccccc1)C(=O)OCC(=O)N1CCc2ccccc21)c1ccco1 (centres undefined)	11%	15	-4%	-5%	-10%	3%	0%	-1%	1%	23%
O=c1cc(-c2ccccc2)oc2cc(O)c(O)c(O)c12	/	-18	/	-7%	/	5%	?	-3%	-3%	-4%
CCOC(=O)c1sc(C)c2c(=O)n(CCCN3CCOCC3)cnc12	15%	12	25%	5%	-1%	-13%	5%	-2%	-6%	8%
Cc1ccc(S(=O)(=O)N2CCC(C(=O)N3CCc4ccccc43)CC2)cc1C	/	13	/	-5%	0%	3%	/	1%	-3%	0%
